# ERK EGF block: inhibitors of EGF-stimulated ERK signaling pathway. HEK293-V1b, EGF-stimulated phospho-ERK AlphaScreen. AID 1454. Potency, µM (doses to about 11.5 µM), for inactives: top-dose activity change, negative = inhibition, usual class: inhibitors. 0.41% of 130,000 active; active = well fitted inhibition curve with a large enough effect; inconclusive = small, poorly fitted or top-dose-only effect, or effect the other way;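 note: plate controls were stimulated vehicle wells for no effect and unstimulated vehicle basal for full effect; nearly all actives have a fitted effect of over 55% in size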
#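 HEK293 cells stably expressing V1b receptor, serum-reduced (1% FBS) overnight, pretreated 30 min with compound, then stimulated 5 min with 25 nM EGF; phospho-ERK detected by AlphaScreen SureFire. AC50 from Hill fits, normalized to DMSO and EGF.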
# An asterisk follows results filed as active; ? = inconclusive; [ ] = dose if it differs, or a comment. Potency is the fitted concentration of half-maximal effect. This is a subset. The share of hits here may be higher or lower than overall.
compound	ERK EGF block
O=C(Nc1ccccc1)N1CC[C@@]2(CCCN(C(=O)c3ccco3)C2)C1	-3%
CC(=O)C1=C(c2ccccc2)OC(N)=C(C#N)C1c1ccccc1F (centres undefined)	7%
O=C(Cn1ncc2c(=O)oc3ccccc3c21)NCCN1CCN(c2ccccc2F)CC1	2%
O=C(c1ccc(S(=O)(=O)N2CCCCC2)cc1)N1CCN(c2ccccc2F)CC1	-4%
O=C(CN1CCOCC1)N/N=C/c1ccc(-c2ccc(Br)cc2)o1	-13%[57.5 µM]
COC(=O)CNc1nc(Cl)nc(Nc2ccc(Cl)cc2)n1	-8%
CNC(=O)COC(=O)/C=C/c1cccc(F)c1	-9%
CC(C)c1nnc(NC(=O)CCC(=O)Nc2ccc3cn[nH]c3c2)s1	-1%[57.5 µM]
CC(C)(CO)Nc1nc(N2CCCC2)nc(N2CCCC2)n1	-1%
CCC1(CC)Cc2ccccc2C(C2=C(O)CC(C)(C)CC2=O)=N1	-6%
CC(C)CCN(C(=S)Nc1cccc(F)c1)C1CCN(C(C)C)CC1	-1%
O=C(Cc1nc2ccccc2[nH]1)c1ccc(Br)cc1	-9%
Cc1cc(C)n(-c2ncc3c(n2)N(CCO)CCOC3=O)n1	3%[57.5 µM]
COc1cc(/C=C2/NC(=O)N(CC(=O)Nc3cccc(C)c3)C2=O)ccc1OCC(N)=O	6%
O=[N+]([O-])c1ccc(O)c(/C=N/Nc2ccccc2Cl)c1	-3%
COc1ccccc1N1C(=S)NC2CS(=O)(=O)CC21 (centres undefined)	0%[57.5 µM]
O=C(O)C1C2CCC(O2)C1C(=O)NCc1ccccc1Br (centres undefined)	-7%
CC1CCN(c2nc(NCc3ccco3)nc(N)c2[N+](=O)[O-])CC1	3%
CC1=NCCN1CCNC(=O)Nc1cc(C)cc(C)c1	-1%[57.5 µM]
Cc1ccc(C)c(NC(=O)Cc2coc3cc4c(cc23)CCC4)c1	2%
CC1(C(=O)NCc2ccc(Cl)c(Cl)c2)Oc2ccccc2NC1=O (centres undefined)	-2%
CCOC(=O)c1nn(-c2ccc(F)cc2)c2c1CC/C2=C/c1ccccc1	-2%
CN(C)C(CNC(=O)c1ccc(S(=O)(=O)N(C)C)cc1)Cc1ccccc1 (centres undefined)	0%
CCN(C(=O)COC(=O)c1n[nH]c2ccccc12)C1CCS(=O)(=O)C1 (centres undefined)	4%
CCC(=O)N(Cc1ccco1)c1nc(C(=O)Nc2ccc(Cl)cc2)c(C)s1	0%
CC(C)N1CCN(Cc2cccc(-c3ccco3)c2)CC1CCO (centres undefined)	-5%
C=CCN1C(=O)C(Cc2ccc(OCC)cc2)SC1=Nc1ccc(C(=O)O)cc1 (centres undefined)	1%
COC(=O)COc1cccc(/C=N/NC(=O)CCSc2ccccc2)c1	6%
O=C(CSc1nnc(Cn2c(=O)sc3ccccc32)n1-c1ccccc1)Nc1nccs1	-3%
O=C(CN(C(=O)CCC(=O)Nc1nccs1)C1CCCC1)NCc1ccc2c(c1)OCO2	6%
O=C(Nc1cc(S(=O)(=O)N2CCCC2)ccc1OCC(F)(F)F)c1ccc(F)cc1	6%
COc1ccccc1NC(=O)N1CCN(C)CC1	9%
CCc1ccc(N(CC(=O)Nc2sc3c(c2C(=O)OC)CCCC3)S(C)(=O)=O)cc1	0%
O=C(NCc1ccco1)C1CCCN1C(=O)Nc1ccc(Cl)cc1 (centres undefined)	5%
COc1ccc(/C(C)=N/Nc2ccccc2Cl)c(O)c1	0%[57.5 µM]
CCC(=O)O[C@H](CC(=O)O)C[N+](C)(C)C	5%
Cc1ccc(NC(=O)C(Nc2ccccc2)c2ccccc2)cc1 (centres undefined)	11%
S=c1[nH]nc(COc2ccc(Cl)cc2)n1Cc1ccco1	2%
CCc1ccc(OCC2c3cc(OC)c(OC)cc3CCN2C(=S)NCCOC)cc1 (centres undefined)	-6%
O=C(CSc1nc2ccccc2[nH]1)NC1CCCc2ccccc21 (centres undefined)	-15%
Cc1ccc2nc(NC(=O)[C@H](C)N3C(=O)C4CC=CCC4C3=O)sc2c1 (some centres undefined)	8%
NC(=O)c1cccnc1Nc1cccc(F)c1	-4%
CC(=O)N1CCC2(CC1)CCN(C(=O)Nc1cccc(C#N)c1)CC2	4%
CC1CCN(c2nnc(N3CCC(C)CC3)c3ccccc23)CC1	-8%[57.5 µM]
O=C(CCCCCNC(=O)c1ccccc1)N/N=C/c1ccc(O)cc1O	8%
CC(=O)c1ccccc1OCC(O)CN1CCN(CCN2C(=O)c3cccc4cccc(c34)C2=O)CC1 (centres undefined)	25µM*
COc1ccc(/C=C/C(=O)NC(=S)NNC(=O)c2cccs2)cc1OC	3%[57.5 µM]
O=C(CSc1nc2ccccc2s1)N1N=C(c2cccs2)CC1c1ccc(F)cc1 (centres undefined)	-7%
O=C(CN(C1CCCCC1)S(=O)(=O)c1ccc(Br)cc1)NCc1ccncc1	-3%
COc1ccc(CCNC(=O)C(=O)Nc2ccc3c(c2)OCCO3)cc1OC	-1%
CSc1nc(-c2ccco2)nn1C(=O)c1ccco1	-2%
COC(=O)c1c(-c2c(Cl)cccc2Cl)noc1NC(=O)NN1CCOCC1	1%[57.5 µM]
O=C(COC(=O)/C=C/c1ccc(Cl)cc1)NCCC1=CCCCC1	7%
CN(CC(=O)Nc1ccccc1Cl)CC(=O)Nc1c(F)cccc1F	-30%[57.5 µM]
N#C/C(=C\c1ccccc1)C(=O)Nc1cccnc1	?
NC(=O)CN(c1ccc([N+](=O)[O-])cc1)S(=O)(=O)c1ccccc1	-3%

# 4 compounds drawn at random from those above:
compound	ERK EGF block
NC(=O)CN(c1ccc([N+](=O)[O-])cc1)S(=O)(=O)c1ccccc1	-3%
COc1ccc(CCNC(=O)C(=O)Nc2ccc3c(c2)OCCO3)cc1OC	-1%
COC(=O)c1c(-c2c(Cl)cccc2Cl)noc1NC(=O)NN1CCOCC1	1%[57.5 µM]
N#C/C(=C\c1ccccc1)C(=O)Nc1cccnc1	?

# Entries from the list above with a furan ring, fused or not (nine):
compound	ERK EGF block
O=C(Nc1ccccc1)N1CC[C@@]2(CCCN(C(=O)c3ccco3)C2)C1	-3%
O=C(CN1CCOCC1)N/N=C/c1ccc(-c2ccc(Br)cc2)o1	-13%[57.5 µM]
CC1CCN(c2nc(NCc3ccco3)nc(N)c2[N+](=O)[O-])CC1	3%
Cc1ccc(C)c(NC(=O)Cc2coc3cc4c(cc23)CCC4)c1	2%
CCC(=O)N(Cc1ccco1)c1nc(C(=O)Nc2ccc(Cl)cc2)c(C)s1	0%
CC(C)N1CCN(Cc2cccc(-c3ccco3)c2)CC1CCO (centres undefined)	-5%
O=C(NCc1ccco1)C1CCCN1C(=O)Nc1ccc(Cl)cc1 (centres undefined)	5%
S=c1[nH]nc(COc2ccc(Cl)cc2)n1Cc1ccco1	2%
CSc1nc(-c2ccco2)nn1C(=O)c1ccco1	-2%

# Next part.
compound	ERK EGF block
CC(C)N(Cc1nccn1C)C(=O)c1ccc(OC2CCN(C(=O)C3CC3)CC2)cc1	2%
C=CCn1c(SCC(=O)C23CC4CC(CC(C4)C2)C3)nc(O)cc1=O	4%[57.5 µM]
NC(=S)NNC(=S)Nc1ccccc1	-9%
Cc1ccc2c(c1)C(SCC(=O)NCCc1ccccc1)CC1(CCCC1)O2 (centres undefined)	3%
Cn1c(N)c(C(=O)Nc2ccccc2F)sc1=S	-2%[57.5 µM]
Cc1ccc(O)c(NC(=O)c2noc3c2CCCCC3)c1	-8%
COc1ccc(NC(=O)CN2CCC(NC(=O)C3CCCCC3)CC2)c([N+](=O)[O-])c1	4%
CN1/C(=C/C(=O)C2CC2)C(C)(C)c2ccccc21	11%
CNC(=O)Nc1cc(C(F)(F)F)cc(C(F)(F)F)c1	-3%[57.5 µM]
O=C(O)c1cc(O)c2c(c1)C(=O)c1cc(O)cc(O)c1C2=O	?
O=C(Cn1cnc([N+](=O)[O-])n1)NCCO	-8%[57.5 µM]
COc1ccc(Nc2nc(OC)nc(N3CCOCC3)n2)cc1	1%
C=CCNC(=O)c1ccc(OC2CCN(S(=O)(=O)N(C)C)CC2)cc1	8%
CCCSc1cc(=O)n(-c2ccc(F)cc2)nc1C(=O)OCC	5%
NS(=O)(=O)c1ccc(NC(=O)COC(=O)c2cccc(S(=O)(=O)N3CCCC3)c2)cc1	-10%[57.5 µM]
COc1cccc(CC(NC(C)=O)C(=O)NC2CCN(c3ncccc3[N+](=O)[O-])CC2)c1 (centres undefined)	1%

# Remaining list, next part.
canonical_smiles	ERK EGF block
N[C@H](C(=O)O)C(O)C(O)C(O)CO (some centres undefined)	1%
COC(=O)C1=CO[C@@H](OC2OC(CO)C(O)C(O)C2O)[C@@H]2C(CO)=CC[C@H]12 (some centres undefined)	-15%
O=C(CC1Oc2ccc(Cl)cc2NC1=O)NC1CCCCCC1 (centres undefined)	3%
COc1ccc(/C=N/OC(=O)c2ccc(Cl)cc2)c(Cl)c1OC	-4%[57.5 µM]
Cc1nnc(NC(=O)CCn2cnc3ccccc3c2=O)s1	-7%
Cc1nc2ccccc2nc(C)c1=NOCc1ccccc1Cl	-1%
O=S(=O)(c1cccc2nsnc12)N1CCN(c2ccc(F)cc2)CC1	3%
O=C1C=CC(=O)N1CCCCCCN1C(=O)C=CC1=O	?
COCCN1Cc2cccc(C(=O)NCc3cccs3)c2C1=O	0%[57.5 µM]
CC(=O)c1ccc(N2CCN(CC(=O)Nc3ccc(N4CCOCC4)cc3)CC2)cc1	-8%
Cc1cc(N/C=C(\C#N)S(=O)(=O)c2ccc(Cl)cc2)nc(C)n1	19%[57.5 µM]
CCN(CC)CCC(c1ccc2c(c1)OCO2)c1c(O)cc(OC)cc1OC (centres undefined)	-7%[57.5 µM]
Cc1cc(C)nc(NNC(=O)c2ccccc2O)n1	5%
CCOc1ccc(CN2CCN(CC3=Cc4cccc(OC)c4OC3)CC2CCO)cc1 (centres undefined)	-1%
COc1ccc(C(=O)NC(=S)NCc2cccnc2)cc1Br	-7%
CN1CCC(N(C)C(=O)/C=C/c2cn(-c3ccccc3)nc2-c2cccs2)CC1	13%
N/C(=N\OC(=O)CCC1CCCC1)c1cccnc1	3%
CC(C)(C)S(=O)(=O)c1cnc(-c2ccccn2)nc1N	5%[57.5 µM]
COc1ccc2cc(CCNC(=O)c3cccs3)c(=O)[nH]c2c1	-6%
Nc1nc(COc2ccc(F)cc2)nc(N2CCCCC2)n1	1%
CC(=O)Nc1ccc(N2CCOCC2)c([N+](=O)[O-])c1	-5%
COc1ccc(NS(=O)(=O)c2cc(NC(=O)CC3CCCC3)ccc2N2CCOCC2)cc1	34%
NC1=NC(=O)/C(=C\C=C\c2ccccc2)S1	4%
CCOP(=O)(OCC)C(NC(=O)c1cc([N+](=O)[O-])cc([N+](=O)[O-])c1)C(F)(F)F (centres undefined)	6%
Cc1ccc(S(=O)c2ccc(NC(=O)C3CC3)cc2C#N)cc1 (centres undefined)	-2%
Cc1ccc(C)c(NC(=O)C(Sc2nc3ccc(C)cc3[nH]2)c2ccccc2)c1 (centres undefined)	-4%
CCCc1nn(C)c2c(=O)[nH]c(-c3cc(S(=O)(=O)Nc4ccc(NC(C)=O)cc4)ccc3OCC)nc12	4%[57.5 µM]
CC1=NNC(=O)C1CC(=O)N/N=C/c1ccc(C)o1 (centres undefined)	-9%[57.5 µM]
COc1ccccc1/C=C/C(=O)N1CCCC1	19%
Cc1[nH]n(-c2ccccc2)c(=O)c1C=Nc1cccc(F)c1	7%[57.5 µM]
COc1ccc(C/C(C)=N/NC(=O)c2ccc(C)cc2C)cc1	3%
Nc1cc2c(cc1O)CCCC2	-7%
OCCC1CN(Cc2cccn2-c2nccs2)CCN1Cc1ccc(F)c(F)c1 (centres undefined)	9%[57.5 µM]
O=C(COC(=O)/C=C/c1cccc(Cl)c1)NCCc1ccccc1	-6%
c1ccc(SSc2ccccc2)cc1	-28%[57.5 µM]
COC(=O)Cn1cnc2c(cnn2-c2ccccc2)c1=O	-9%[57.5 µM]
CCN(CC)c1ccc(/C=C/C(=O)c2cccnc2)cc1	?
CC(=O)Nc1ccc(S(=O)(=O)Oc2ccc(/C=C3\SC(N)=NC3=O)cc2)cc1	0%
COc1cc(OC)cc(C(=O)N[C@H](C(=O)OCC(=O)NC(=O)c2cccn2C)C(C)C)c1	2%
Cc1c(Cc2ccc3c(c2)OCO3)sc(NC(=O)C2CC2)c1C(N)=O	-1%[57.5 µM]
Cc1noc(C)c1C1(O)CCCCCCCCCCC1	-5%
O=C(NCCN1CCOCC1)NC1(C(F)(F)F)Oc2ccc(Cl)cc2O1 (centres undefined)	5%
CCN(C(=O)c1c(N)cnn1C)c1ccccc1	12%
CC(=O)C1=C(O)C(=O)N(c2nccs2)C1c1ccc(F)cc1 (centres undefined)	1%
O=C(CSc1nc2[nH]ncc2c(=O)[nH]1)N1CCCCC1	3%
O=C(CNCc1ccccn1)N1CCc2ccccc2C1	-5%[57.5 µM]
c1ccc2c(c1)Nc1nccnc1S2	9%
C/C(=N\NC(=O)CSc1nnc(C)s1)c1ccc(Cl)cc1	6%
CCO[C@@H]1OC(C(=O)NCc2nc3ccccc3[nH]2)=C[C@H](c2cn(C(C)=O)c3ccccc23)[C@H]1CCCO	23%[57.5 µM]
CS(=O)(=O)c1ccc(Cl)c(NC(=O)Cc2c(F)cccc2Cl)c1	5%
COCCn1c(SCC(=O)N2CCc3ccccc3C2)nc2ccccc2c1=O	-3%
CN(C)CCCNS(=O)(=O)c1cc(Cl)c(Cl)cc1Cl	1%[57.5 µM]
CN(C)CCCSc1nc2ccccc2s1	-3%
COc1ccccc1OC[C@H](O)CO	7%[25.7 µM]
CC(C)c1ccc(NC(=O)c2cc(S(=O)(=O)NCC3COc4ccccc4O3)ccc2F)cc1 (centres undefined)	0%
OCCN(Cc1ccccc1)Cc1ccccc1O	8%
